Screening results as filed in PubChem BioAssay.
RXFP1 antag: RXFP1 (human) relaxin receptor antagonism; Q9HBX9; HEK293-RXFP1, relaxin-stimulated cAMP HTRF, 30 min; stronger effect = lower value; activity change, negative = inhibition, % at 57.5 µM; 0.59% of 350,000 active;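 active = activity change of -60% or lower, but not beyond a set lower limit; inconclusive = change between -60% and -40%, or beyond the set limit; inactive = change above -40%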; also: % is scaled to controls: 0 for no effect and ±100 for the full control effect
Target sequence (Q9HBX9 whole entry, looked up): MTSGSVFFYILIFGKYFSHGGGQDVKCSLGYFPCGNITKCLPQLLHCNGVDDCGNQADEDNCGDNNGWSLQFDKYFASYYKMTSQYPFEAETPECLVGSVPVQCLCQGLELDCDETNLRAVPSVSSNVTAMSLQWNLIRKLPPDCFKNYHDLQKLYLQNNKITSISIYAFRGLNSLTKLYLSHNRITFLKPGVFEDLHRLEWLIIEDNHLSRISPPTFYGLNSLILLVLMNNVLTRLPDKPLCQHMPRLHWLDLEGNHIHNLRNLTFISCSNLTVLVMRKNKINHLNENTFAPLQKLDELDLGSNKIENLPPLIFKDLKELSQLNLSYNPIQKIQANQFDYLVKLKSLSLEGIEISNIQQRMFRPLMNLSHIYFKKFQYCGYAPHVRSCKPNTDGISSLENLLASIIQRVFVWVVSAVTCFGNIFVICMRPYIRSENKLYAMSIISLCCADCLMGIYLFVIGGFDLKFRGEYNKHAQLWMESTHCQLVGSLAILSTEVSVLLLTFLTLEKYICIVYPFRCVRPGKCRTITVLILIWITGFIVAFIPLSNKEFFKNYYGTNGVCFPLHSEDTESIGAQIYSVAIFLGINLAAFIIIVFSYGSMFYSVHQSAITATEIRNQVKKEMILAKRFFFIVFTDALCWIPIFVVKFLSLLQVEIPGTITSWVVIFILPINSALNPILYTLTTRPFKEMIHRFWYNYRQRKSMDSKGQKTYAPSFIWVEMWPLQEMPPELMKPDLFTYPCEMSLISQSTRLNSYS
D1 antagonist: human D1 dopamine receptor antagonism. P21728. HEK293 TREx D1 cells, calcium flux, dopamine EC80; stronger effect = lower value. activity change, negative = inhibition, % at 10 µM. 3.2% of 360,000 active. AID 504652; in the data active = activity change below about -30%; also: % is scaled to controls: 0 for no effect and ±100 for the full control effect
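Allosteric or orthosteric antagonism assessed as attenuation of the calcium response to EC80 dopamine, added 180 s after compound, in induced HEK293 Trex D1 cells loaded with no-wash calcium dye.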
TRHR enhancer: allosteric enhancers of human TRH receptor. 0.66% of 360,000 active. P34981. AID 493056. TRHR cells, fluo-8 calcium fluorescence, EC20 TRH enhancement. enhancement, % at 2 µM; in the data active = enhancement above about 30%; also: 0% is about no effect
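TRHR-expressing cells loaded with fluo-8 calcium dye were read kinetically (ex 480/em 530) during compound addition, then stimulated with an EC20 of TRH (10 nM final). Enhancement of the Gq-mediated intracellular calcium response was scored.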
D2 agonist: agonists of human D2 dopamine receptor. P14416. HEK293 T-REx D2 cells, calcium flux agonist mode. activation, % at 2 µM. 0.53% of 340,000 active. AID 485358;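 active = activation over 3 SD above normal in the single-dose calcium agonist read, cut at about 30% in these data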; also: 0% is about no effect
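Tetracycline-induced HEK293 T-REx cells with force-coupled D2 receptor, plated overnight at 30 C, loaded with no-wash calcium dye. After a 10 s baseline, compound was pin-added and calcium flux read kinetically for 180 s; calcium rises flagged agonists.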
TRHR agonist: TRH receptor (human) agonism. P34981. TRHR cells, calcium flux fluo-8, FDSS agonist mode. activation, % at 2 µM. 0.18% of 360,000 active; also: 0% is about no effect
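Steps: seed TRHR cells overnight; add fluo-8 no-wash Ca dye, RT 30 min–1.5 h; record 10 s baseline; pin-transfer compounds; monitor fluorescence 1 cycle/s for the agonist window. Calcium increases flag candidate agonists.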
D1 PAM: enhances dopamine response at the human D1 receptor; HEK293 TREx D1 cells, calcium flux, dopamine EC20 potentiation; potentiation, % at 10 µM; 0.036% of 360,000 active; AID 504651; in the data active = potentiation above about 30%; also: 0% is about no effect
D2 antagonist: antagonists of human D2 dopamine receptor; P14416; AID 485344; HEK293 TREx D2 cells, calcium flux, dopamine EC80; 2% of 340,000 active; inhibition, % at 10 µM; in the data active = inhibition above about 30%; also: 0% is about no effect
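Inhibition of EC80 dopamine-driven calcium flux, recorded kinetically, defines activity here; cells are a tetracycline-induced HEK293 T-REx line expressing force-coupled D2.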
D2 potentiator: positive allosteric modulators of human D2 dopamine receptor. HEK293 T-REx D2, calcium flux, EC20 dopamine potentiation. potentiation, % at 10 µM. 0.34% of 340,000 active. P14416;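 active = potentiation over 3 SD above the plate norm, cut at about 30% in these data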; also: 0% is about no effect
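Calcium flux readout, no-wash dye, 1 read/s. Inducible HEK293 Trex D2 line, overnight 30 C. Compound alone 180 s (agonist flags), then EC20 dopamine, another 180 s to score potentiation.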
D1 ag: human D1 receptor agonism | activation, % at 2 µM | P21728 | HEK293 T-REx D1 cells, calcium flux, agonist mode | 1% of 360,000 active; also: 0% is about no effect
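Inducible HEK293 T-REx D1 cells, force-coupled to calcium signalling, were plated at 4000 cells/well with tetracycline and held overnight at 30 C. After no-wash calcium dye loading, compound-evoked calcium rise over 180 s flagged agonists.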
Starred values were filed as active, the others as inactive; u = inconclusive; x = no result given; & = joins results of further samples. Rule as the data show it, unless noted: active = activation above about 30%; inactive = the rest.

SMILES,RXFP1 antag,D1 antagonist,TRHR enhancer,D2 agonist,TRHR agonist,D1 PAM,D2 antagonist,D2 potentiator,D1 ag
CCC(C)(C)NC(=O)C1CCCN1C(=O)NC1CCCCC1 (configuration not stated),-12,2,12,x,0.2,6,x,x,1
CNC(=O)c1cccc(NC(=O)CCCNC(=O)c2ccc(Cl)cc2)c1,-6,24,7,x,-0.1,-2,x,-8,-2
COc1cccc(CNC(=O)C(NS(=O)(=O)c2ccc3nc(C)sc3c2)C(C)C)c1 (configuration not stated),x,12,9,x,-1.0,5,x,19,1
COc1ccc2cc(C(=O)C3CCCN(C(=O)c4cnccn4)C3)ccc2c1 (configuration not stated),-3,-14,-4,0.2,-0.2,1,12,4,7
CS(=O)(=O)NCCSCc1c(Cl)cccc1Cl,32,-26,9,-0.7,-0.5,-4,18,11,0
O=C(CCN1CCc2ccccc2C1)c1ccc2c(c1)OCCO2,6,-10,4,-0.2,-0.5,-8,3,12,3
O=C1CN(C(=O)/C=C/c2ccccc2F)c2ccccc2N1,-2,4,6,0.6,-0.2,0,-9,-7,0
Cc1ccc(-n2nc(C)c(C(=O)NCCCN3CCN(c4ccccc4F)CC3)c2-n2cccc2)cc1,u,-47*,7,0.1,-0.7,-4,x,0,22
O=C(NCc1ccccc1)/C(=N\O)c1ccccc1,-7,3,2,-0.2,-0.1,-7,-3,3,1
Cc1cc(OC(C)C(=O)N(Cc2ccco2)C2CCS(=O)(=O)C2)cc(C)c1Cl (configuration not stated),-1,-21,-1,0.6,0.3,-2,8,2,2

Looked up by structure from the list above:
SMILES,RXFP1 antag,D1 antagonist,TRHR enhancer,D2 agonist,TRHR agonist,D1 PAM,D2 antagonist,D2 potentiator,D1 ag
COc1ccc2cc(C(=O)C3CCCN(C(=O)c4cnccn4)C3)ccc2c1 (configuration not stated),-3,-14,-4,0.2,-0.2,1,12,4,7
CS(=O)(=O)NCCSCc1c(Cl)cccc1Cl,32,-26,9,-0.7,-0.5,-4,18,11,0
CNC(=O)c1cccc(NC(=O)CCCNC(=O)c2ccc(Cl)cc2)c1,-6,24,7,x,-0.1,-2,x,-8,-2

Carrying on.
SMILES,RXFP1 antag,D1 antagonist,TRHR enhancer,D2 agonist,TRHR agonist,D1 PAM,D2 antagonist,D2 potentiator,D1 ag
Cc1ccc(S(=O)(=O)N2[C@@H](c3ccc(Cl)cc3)C(C(=O)O)=CC[C@H]2c2ccc(Cl)c(Cl)c2)cc1,x,-1,-6,-0.1,-0.3,-5,2,10,24
CCN(CC)Cc1cc(CCNC(=O)c2ccc(Cl)cc2)ccc1O,-22,x,1,0.7,-0.4,-5,1,5,1
O=C(CNC(=O)c1ccc(Br)o1)NCc1ccccc1,-2,6,-2,-0.6,0.1,3,-5,9,4
Cc1cc(C)cc(-n2c(C)cc(/C=C3\C(=N)N4N=C(CC(C)C)SC4=NC3=O)c2C)c1,-11,-8,11,12,-0.1,-14,-4,7,0
COc1cccc(C2N(c3ccccc3)CCN2c2ccccc2)c1OC,5,-9,-8,-1.0,0.2,8,-10,5,1
CCOC(=O)N1CCN(C(=O)CN(Cc2ccc(Cl)cc2)S(=O)(=O)c2ccc(C)cc2)CC1,-7,6,-5,-0.6,-0.3,-8,2,-1,1
O=C(CCC1CCCC1)NCc1cccs1,3,4,9,0.0,-1.9,-7,9,14,0
Cc1nn(C)c(Oc2cccc(Cl)c2)c1C(=O)O,3,1,-2,0.6,-0.1,-6,-8,3,2
Clc1ccc2[nH]c3c(NCCN4CCOCC4)ncnc3c2c1,7,-7,4,1.2,0.1,-5,-1,1,2
COc1cccc(NC(=O)COC(=O)c2cc(S(=O)(=O)N3CCOCC3)ccc2C)c1,-3,3,1,-0.9,0.0,-2,-14,8,4

(listing goes on)
SMILES,RXFP1 antag,D1 antagonist,TRHR enhancer,D2 agonist,TRHR agonist,D1 PAM,D2 antagonist,D2 potentiator,D1 ag
C/C(=N\NC(=O)Cc1ccccc1)c1ccc(Cl)s1,-6,6,-3,1.2,0.9,-6,23,5,4
CNC(=O)CSc1nnc(COc2ccc([N+](=O)[O-])cc2)n1C,-3,-4,2,-0.9,-0.4,-4,76*,x,5
COc1cc2cc(CCCOC(=O)CCCC(=O)O)oc(=O)c2cc1OC,x,x,8,-0.8,0.0,-1,-6,-13,0
Cc1ccc(NC(=O)C2CC2C)c(Cl)c1 (configuration not stated),-5,3,-7,-0.3,-1.3,-3,1,4,-4
C=CCNc1c2c(nc3ncnn13)CC(C)CC2 (configuration not stated),0,-7,-1,10,0.2,-1,10,-12,-1
CCOC(=O)c1c(NC(=O)c2ccc(S(=O)(=O)N(C)CC3CCCO3)cc2)sc2c1CCN(C)C2 (configuration not stated),-2,-17,0,0.2,1.1,-7,-1,1,0
Cn1c(=O)n(C)c2cc(C(N)=O)ccc21,-12,-8,7,0.8,0.6,0,22,-10,-1
S=c1[nH]nc(-c2ccc(Br)cc2)n1-c1ccc2c(c1)OCCO2,u,16,-5,0.4,-0.2,-9,-15,7,2
COc1cc2nc(N3CCN(C(=O)C4CCCO4)CC3)nc(N)c2cc1OC (configuration not stated),3,-4&-10&-7,-2&-10&2,-2.3&-1.5&0.1,-0.4&-0.5&-0.3,-6&-5&-1,28&5&-10,-3&-8&-8,0&5&2
O=C(CN1CCSCC1)N/N=C/c1ccccc1F,-7,-7,3,0.6,0.5,3,8,-4,2

The results go on.
SMILES,RXFP1 antag,D1 antagonist,TRHR enhancer,D2 agonist,TRHR agonist,D1 PAM,D2 antagonist,D2 potentiator,D1 ag
COCc1cc(C)nc2c1C(=O)NC(c1ccc(NC(C)=O)cc1)N2Cc1ccccc1 (configuration not stated),x,1,1,0.3,0.8,-2,x,5,0
Cc1ccc(-c2nnc(OCCN3CCOCC3)c3ccccc23)cc1,-5,-24,1,0.5,-0.7,-2,3,-4,0
CCCCOC(=O)C1=C(C)NC(=O)NC1c1ccc([N+](=O)[O-])s1 (configuration not stated),-8,-1,-10,1.8,-0.1,-4,5,5,2
Cc1c(Cl)cccc1NC(=O)C1Cc2ccccc2CN1C(=O)c1ccccc1 (configuration not stated),-19,-4,-13,0.5,0.1,2,17,-7,0
CCOc1cc(C2C(C(=O)OC)=CN(C3CCCC3)C=C2C(=O)OC)cc(Br)c1O,35,-31*,-1,-0.1,-0.8,-4,-11,7,2
CCOC(=O)c1sc(C)c2c1NC1(CCCCC1)NC2=O,6,1,0,0.7,0.2,3,-5,6,2
COc1ccccc1NCc1nnc2n1CCCCC2,x,-7,-4,x,0.1,3,x,-15,3
Cc1nn(C)c(C)c1CNC(=O)Nc1ccc2c(c1)OCO2,-21,1,25,0.7,0.5,0,-14,-5,-1
COC(=O)C(=O)/C=C(\O)c1ccc(C)cc1,-2,29,2,0.4,0.8,-2,16,13,2
Cc1ccc(-n2c(SCc3cccc(F)c3)nc3[nH]ncc3c2=O)cc1C,-24,11,-3,-0.2,0.1,-2,x,7,1

An excerpt from above, reduced to D1 antagonist, TRHR agonist and TRHR enhancer:
Molecule	D1 antagonist	TRHR agonist	TRHR enhancer
COC(=O)C(=O)/C=C(\O)c1ccc(C)cc1	29	0.8	2
Cc1ccc(-n2c(SCc3cccc(F)c3)nc3[nH]ncc3c2=O)cc1C	11	0.1	-3

Next part:
SMILES,RXFP1 antag,D1 antagonist,TRHR enhancer,D2 agonist,TRHR agonist,D1 PAM,D2 antagonist,D2 potentiator,D1 ag
O=C(NCc1ccc2c(c1)OCO2)Oc1ccccc1,4,-11,-10,-0.1,-0.3,x,0,-17,3
Cc1ccc(NC(=O)CCSc2nnc(C)s2)cc1,2,7,3,-0.5,-1.3,1,-17,25,0
O=C(Nc1ccc(Br)cc1)c1cc(-c2cccs2)on1,3,3,-8,0.8,1.3,-1,13,-7,1
O=C1C2C3C=CC([C@@H]2C(=O)N1C1CC1)[C@H]1C(=O)N(C2CC2)C(=O)C31 (some centres not stated),-2,6,-4,-0.5,-0.1,1,7,11,-1
CCN(CC)S(=O)(=O)c1cc(C(=O)Nc2cc(C)on2)c(Cl)cc1Cl,4,-14,3,0.0,0.9,-3,-3,-1,5
Cc1cccc(OCCNc2ccc(C(F)(F)F)cc2[N+](=O)[O-])c1,-13,6,-2,1.9,0.8,-5,4,1,9
O=C(Nc1cc(S(=O)(=O)N2CCOCC2)ccc1N1CCOCC1)c1ccc(Cl)nc1,4,5,-1,0.3,-0.2,0,-14,-2,3
O=C1c2ccccc2NC(c2ccc(Cl)cc2Cl)N1Cc1ccccc1 (configuration not stated),-10,-14,3,1.3,-0.2,-3,5,5,3
CCOc1ccc(Nc2nc(N)nc(CN3CCN(c4ccccc4F)CC3)n2)cc1,14,-23,-1,48*,-1.5,1,33*,-18,0
Cc1ccc(S(=O)(=O)NC2CCCC2)cc1C,9,-3,9,-0.3,-0.2,-4,-7,7,5

Continued:
SMILES,RXFP1 antag,D1 antagonist,TRHR enhancer,D2 agonist,TRHR agonist,D1 PAM,D2 antagonist,D2 potentiator,D1 ag
Cc1ccc(NC(=O)COC(=O)c2ccc(F)cc2Cl)c(Br)c1,-34,5,-3,0.9,-0.9,-5,-14,0,1
Clc1cccc(-c2nnc(-c3ccno3)o2)c1,4,-6,2,0.0,0.2,-2,1,-6,1
O=S(=O)(N1CCCCC1)N1CCN(c2ccc(F)cc2)CC1,1,6,-3,1.7,0.9,-6,7,4,3
COc1ccc2cc(CCNC(=O)CC(C)(C)C)c(=O)[nH]c2c1,-17,-9,4,x,0.0,-7,x,x,0
CCOC(=O)C1CCCN(c2c(NCCCN(C)Cc3ccccc3)c(=O)c2=O)C1 (configuration not stated),-7,-5,-9,-0.9,0.4,0,4,6,1
Cc1ccc(Cn2nnc3c(=O)[nH]c(C4CCCN(C(=O)Nc5ccc(F)cc5F)C4)nc32)cc1 (configuration not stated),8,14,1,0.2,0.3,2,8,1,2
